# From PubChem BioAssay
# CHX counter – Cycloheximide Counterscreen for Small Molecule Inhibitors of Shiga Toxin | cell reporter, cycloheximide protein synthesis inhibition counterscreen | 300,000 tested, 12% active | AID 2314, 2010 | max response, %; in the data active = max response mostly above about 13%, no sharp cut-off; inactive = mostly below about 14%; also: read at 38.3 µM for the half of the compounds with a filed dose; 0% is about no effect
# FBPA Giardia inh – qHTS Assay for Inhibitors of Fructose-1,6-bisphosphate Aldolase from Giardia Lamblia; Potency, µM (highest dose often 59.6 µM), without a hit: top-dose activity, negative = inhibition, hits mostly inhibitors; AID 2451, 2010; 290,000 tested, 0.71% active; A8B2U2; purified Giardia FBPA; also: potency is read from the fitted curve at half-maximal effect; % is scaled to controls: 0 for no effect and ±100 for the full control effect; nearly all actives have a fitted effect of over 55% in size
# Target sequence (A8B2U2 whole entry, looked up): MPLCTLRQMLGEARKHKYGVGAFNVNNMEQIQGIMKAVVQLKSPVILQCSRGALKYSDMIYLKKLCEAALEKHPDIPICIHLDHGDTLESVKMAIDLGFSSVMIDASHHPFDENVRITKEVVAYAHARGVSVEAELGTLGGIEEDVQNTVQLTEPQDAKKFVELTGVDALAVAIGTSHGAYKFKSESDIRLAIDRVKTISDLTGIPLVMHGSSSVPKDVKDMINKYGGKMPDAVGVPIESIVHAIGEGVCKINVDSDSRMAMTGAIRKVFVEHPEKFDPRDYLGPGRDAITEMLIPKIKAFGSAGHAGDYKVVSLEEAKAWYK
#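 Giardia FBPA (40 nM reagent) was preincubated 10 min at RT with compound (up to 57.5 uM final), then substrate plus GAPDH/TPI/NAD/arsenate coupling system with diaphorase/resazurin was added; resorufin fluorescence (525/598 nm) was read after 20 min.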
# Sm TGR block – qHTS Assay for the Inhibitors of Schistosoma Mansoni Peroxiredoxins; 360,000 tested, 3% active; AID 485364, 2010; purified TGR, DTNB reduction, TNB absorbance 405 nm; Schistosoma mansoni thioredoxin glutathione reductase (TGR), Q962Y6; Potency, µM (highest dose often 114 µM), without a hit: top-dose activity change, negative = inhibition, usual class: inhibitors; also: potency is read from the fitted curve at half-maximal effect; % is scaled to controls: 0 for no effect and ±100 for the full control effect; nearly all actives have a fitted effect of over 60% in size
#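 TGR 20 nM + NADPH 100 uM (dispensed conc.), cpd preinc 15 min RT; start with NADPH (500 uM addition) then DTNB (15 mM addition). Kinetic TNB absorbance, 405 nm filter. Four-parameter Hill fit across titration.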
# Pf growth 96h – Primary qHTS for delayed death inhibitors of the malarial parasite plastid, 96 hour incubation; AID 504834, 2011; Potency, µM (series often up to 28.7 µM), without a hit: at the highest dose activity change, negative = inhibition, actives largely listed as inhibitors; 320,000 tested, 6.9% active; P. falciparum luciferase reporter growth, 96 h; also: potency is read from the fitted curve at half-maximal effect; % is scaled to controls: 0 for no effect and ±100 for the full control effect
#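 Plates of compound plus infected erythrocytes (2% hematocrit, 0.05% parasitemia final) incubate 96 hours, 37 C, 5% CO2. Detection reagent added; reduced luminescence from the parasites' luciferase reporter flags inhibition.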
# Shiga inhibitor – A qHTS for Small Molecule Inhibitors of Shiga Toxin; Vero cells, Shiga toxin protein synthesis inhibition reporter; 290,000 tested, 9.2% active; inhibition, % at 38.7 µM; in the data active = inhibition mostly above about 28%, no sharp cut-off; inactive = mostly below about 43%; also: 0% is about no effect
# Pf growth 48h – Primary qHTS for delayed death inhibitors of the malarial parasite plastid, 48 hour incubation | P. falciparum luciferase growth in erythrocytes, 48 h | Potency, µM (top dose mostly 28.7 µM), for the others: at the top dose activity change, negative = inhibition, hits mostly inhibitors | 310,000 tested, 5.9% active; also: potency is read from the fitted curve at half-maximal effect; % is scaled to controls: 0 for no effect and ±100 for the full control effect
#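 Growth was read as firefly luciferase luminescence after a 48 h, 37 C, 5% CO2 exposure of compounds to reporter-bearing P. falciparum cultures (0.1% parasitemia, 2% hematocrit final) in Albumax-supplemented RPMI 1640.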
# * = called active by the depositor; ? = inconclusive; nt = not tested or not shown; & = joins results of further samples; [ ] = remark or other dose. Unless noted, calls follow the shape of the dose curve; as a rule, active = well fitted curve in the direction sought with a large enough effect; inconclusive = small, poorly fitted or top-dose-only effect, or another doubt; inactive = no such curve, though single readings can be large; an effect the other way counts as inactive or inconclusive.
SMILES,CHX counter,FBPA Giardia inh,Sm TGR block,Pf growth 96h,Shiga inhibitor,Pf growth 48h
CCCc1nnc(NC(=O)CCC(=O)N2CCN(S(=O)(=O)c3ccc(F)cc3)CC2)s1,4.7,15.6%,6.8%,?,19.0,-21.5%
COc1ccc(C)cc1NCc1ccc([N+](=O)[O-])cc1,1.2,-2.9%,-4.2%,?,nt,-27.2%
O=C(CCCc1ccccc1)NCCC1=CCCCC1,27.4*,-2.3%,nt,107.7%[activator],20.1,36.8%[activator]
O=C(N[C@@H](Cc1ccccc1)C(=O)OCc1ccccc1)c1nc[nH]c1C(=O)NCc1ccccc1,3.2,?,10.9%,?,-13.6,-29.4%
O=C(CN(Cc1ccc(F)cc1)C(=O)Cn1nnc2ccccc21)NCC1CCCO1 (configuration not stated),-1.8,2.5%,0.2%,?,26.4,-8.9%
N/C(=N\OC(=O)Cc1ccc(Cl)cc1)c1cccnc1,15.2*,3.4%,-0.3%,67.7%[activator],-23.1,39.7%[activator]
Cc1sc(NC(=O)c2cccs2)c(C(N)=O)c1C,40.4*,-6.4%,39.1%[activator],17.1%,62.5,123.8%[activator]
Cc1cc(C)n2nc(SC(C)C(=O)N3CCC4(CC3)OCCO4)nc2n1 (configuration not stated),0.2,4.8%,2.6%,-26.5%,-5.7,2.62µM*
Cc1nn(-c2nc3ccccc3s2)c(C)c1Oc1ccccc1O,31.9*,-6.5%,12.0%,327.6%[activator],71.9*,177.1%[activator]
CC(NC(=O)c1cccnc1)c1ccc2c(c1)OCO2 (configuration not stated),-2.4,1.5%,8.9%,-17.2%,-7.0,6.5%
Cc1ccc(C(=O)Nc2ccc(F)cc2)cc1NC1=NC2CS(=O)(=O)CC2S1 (configuration not stated),-3.5,-16.8%,-0.5%,9.28µM*,-10.0,1.7%
CCOc1ccc(C2C(C(=O)c3ccco3)=C(O)C(=O)N2CCCn2ccnc2)cc1OCC (configuration not stated),-4.2,-29.4%,2.4%,?,-2.8,6.9%
COc1ccc(-c2cc3c(=O)n(CC(=O)NCc4ccc(Cl)cc4)ncn3n2)cc1,3.6,7.8%,7.0%,1.9%,13.8,2.5%
O=C(O)/C=C/c1cnc2ccccc2c1,-1.2,0.0%,-34.1%,20.8%,26.1,4.8%
O=C1N/C(=N/O)S/C1=C\c1ccccc1-n1cccn1,-0.3,-1.3%,3.6%,?,-10.1,-0.1%
O=C1NC2(CCCCCC2)C(=O)N1Cc1cccc(Cl)c1,3.2,0.0%,-0.2%,23.7%,-4.2,11.0%
CCOc1ccc(S(=O)(=O)Nc2ccc(C(=O)NCC(c3ccccc3)N(C)C)cc2)cc1 (configuration not stated),11.9,5.2%,-1.2%,93.3%[activator],1.6,4.7%
COc1ccc(-n2c(Cc3cccn3C)nnc2SCC(=O)NCCc2ccccc2)cc1,-1.7,8.3%,-13.3%,1.6%,5.6,?
O=C(NCCCn1ccnc1)c1cc2c(s1)CCCCC2,9.1,-10.3%,0.7%,0.0%,2.2,21.5%
COc1ccc(OC)c(C2c3c(oc4ccccc4c3=O)C(=O)N2CCCN(C)C)c1 (configuration not stated),2.3,0.4%,-5.7%,?,-1.6,?
Cc1ccc(NCC(=O)N/N=C/c2ccc(OC(=O)c3ccco3)cc2)cc1,2.5,-1.1%,-20.2%,-11.0%,8.5,8.2%
COC(c1ccccc1)c1nnc(CCC(=O)NCc2cccc(-n3cccn3)c2)o1 (configuration not stated),1.4,-1.6%,7.3%,0.4%,8.2,-15.6%
O=C(NC1CCCC1)c1nc2c(nnn2Cc2cccc(Cl)c2)c(=O)[nH]1,1.9,2.8%,0.0%,nt,16.5,5.0%
O=S(=O)(Nc1ccccc1)c1cccc2nsnc12,-0.6,2.6%,2.9%,8.28µM*,11.5,5.4%
NC(=O)CN1CCCN(S(=O)(=O)c2ccc(Br)cc2)CC1,6.5,4.5%,-14.4%,22.6%,15.4,-4.2%
Cc1ccccc1N(CC(=O)NC1CCCCC1)C(=O)c1csnn1,-1.3,18.0%,0.8%,-11.3%,20.4,4.9%
COc1ccc(-c2c(C(F)(F)F)[nH]n3c(=O)cc(-c4ccccc4)nc23)cc1,0.3,3.3%,-11.1%,17.1%,-15.9,11.7%
O=C(CSc1ccccc1)NCCSCc1ccccc1,17.1,5.2%,1.2%,?,42.6,13.2%
O=C(Nc1cccc(Cl)c1)C1C2C=CC3(O2)C1C(=O)N(CCN1CCCCC1)C3C(=O)NC1CCCCC1 (configuration not stated),-5.3,5.8%,-2.7%,5.22µM*,12.3,?
CC1CCCCC1NC(=O)c1cccc(S(=O)(=O)N2CCN(Cc3ccccc3)CC2)c1 (configuration not stated),nt,nt,-7.0%,14.7µM*,nt,16.5µM*

# Brought forward from above: 3 entries, then new ones.
SMILES,CHX counter,FBPA Giardia inh,Sm TGR block,Pf growth 96h,Shiga inhibitor,Pf growth 48h
O=C(CSc1ccccc1)NCCSCc1ccccc1,17.1,5.2%,1.2%,?,42.6,13.2%
O=C(Nc1cccc(Cl)c1)C1C2C=CC3(O2)C1C(=O)N(CCN1CCCCC1)C3C(=O)NC1CCCCC1 (configuration not stated),-5.3,5.8%,-2.7%,5.22µM*,12.3,?
CC1CCCCC1NC(=O)c1cccc(S(=O)(=O)N2CCN(Cc3ccccc3)CC2)c1 (configuration not stated),nt,nt,-7.0%,14.7µM*,nt,16.5µM*
Cc1ccc(/C=C(\C#N)c2nn(-c3ccccc3)c(N)c2C#N)cc1,12.0,-5.6%,2.9%,?,37.5,-17.5%
CCOc1cc(-c2sc(Nc3ccccc3)n[n+]2-c2ccc(F)cc2)ccc1OC,0.4,-24.8%,1.8%,?,-3.4,34.8%[activator]
Cc1cc(C)nc(NS(=O)(=O)c2ccc(NC(=O)CSc3ncn[nH]3)cc2)n1,-4.7,-3.5%,nt,51.9%[activator],17.9,2.5%
Cc1ccc(NC(=O)N2CCN(C)CC2)cc1NC(=O)N1CCN(C)CC1,11.7*,0.2%,20.5%,42.4%[activator],48.9,27.5%
CCCCN(C(=O)Cn1ncc(Cl)c(Cl)c1=O)c1c(N)n(CC(C)C)c(=O)[nH]c1=O,-1.9,6.7%,4.47µM*,-22.0%,-3.3,0.0%
COc1ccc(CN2C(=O)c3ccccc3C2=O)cc1C(=O)Nc1ccccc1N1CCOCC1,-2.0,-4.3%,2.8%,?,-15.6,-7.3%
CCn1c(SCC(=O)N2CCC(C)CC2)nnc1-c1ccc(S(=O)(=O)N2CCN(C)CC2)cc1,0.7,7.3%,1.5%,nt,-1.6,6.0%
Cn1cc2ccc([N+](=O)[O-])cc2n1,-2.2,-2.3%,3.0%,33.0%[activator],-3.3,22.5%
CC(C)(C)c1cc[n+](C2=C([O-])c3ccccc3C(=O)/C2=N\S(=O)(=O)c2ccccc2)cc1,58.3*,?,-16.1%,4.15µM*,94.8*,3.7µM*
COc1cccc(C(=O)N2CCN(C(=O)C3CC3)CC2)c1,-5.6,4.9%,2.3%,11.7µM*,19.4,9.9%
CCOC(=O)c1cccc(NC(=O)C2CCN(c3ncnc4c3nc3n4CCCCC3)CC2)c1,-6.9,3.5%,-14.3%,10.4µM*,10.8,-24.5%
Cn1c(NC(=O)c2cccc(Cn3cc(Cl)cn3)c2)nc2ccccc21,69.2*,15.5%,-2.8%,nt,194.9*,-0.8%
Cc1ccc(CNC(=O)C(NS(=O)(=O)c2cccc3nsnc23)C(C)C)cc1 (configuration not stated),1.9,nt,nt,10.9%,-5.5,14.0%
Cc1ccc(C(=O)Nc2ccc3[nH]c(=O)[nH]c3c2)c(C)c1,29.8,-0.3%,-4.0%,43.3%[activator],45.8,18.1%
C=CCNC(=O)CC(=O)N/N=C/c1ccccc1F,48.0,10.6%,-18.6%,7.2%,22.8,7.0%

# Part of the list above in a different format.
# Under each structure – CHX counter	FBPA Giardia inh	Sm TGR block	Pf growth 96h	Shiga inhibitor	Pf growth 48h
> CCOc1cc(-c2sc(Nc3ccccc3)n[n+]2-c2ccc(F)cc2)ccc1OC
    0.4	-24.8%	1.8%	?	-3.4	34.8%[activator]
> Cc1ccc(/C=C(\C#N)c2nn(-c3ccccc3)c(N)c2C#N)cc1
    12.0	-5.6%	2.9%	?	37.5	-17.5%

# Further compounds:
SMILES,CHX counter,FBPA Giardia inh,Sm TGR block,Pf growth 96h,Shiga inhibitor,Pf growth 48h
Cc1ccccc1-n1ncc2c1CC(C)(C)CC2NC(=O)CCn1cncn1 (configuration not stated),-2.8,16.2%,-17.4%,79.8%[activator],4.7,?
O=S(=O)(c1c(F)cccc1F)N1CCN(C(=S)NCc2ccc3c(c2)OCO3)CC1,-2.3,-0.2%,8.0%,2.08µM*,9.2,2.08µM*
c1ccc2c3c(c(CN4CCCCC4)cc2c1)COC3,1.7,?,-3.0%,?,24.4,20.5%
COc1ccc(CN2C(=O)NC(=O)/C(=C/c3ccoc3)C2=O)cc1,-2.5,0.6%,?,13.1%,-6.8,7.1%
C=CCOc1ccc(NC(=O)C2CC(=O)N(C(C)C)C2)cc1 (configuration not stated),11.2,-18.9%,3.2%,nt,-3.4,15.7%
O=C(COc1ccccc1Cl)NCCNC(=O)c1cccnc1,-2.1,-1.6%,12.4%,36.5%[activator],-5.0,12.9%
CC1CCc2sc(C(=O)Nc3ccc(C(N)=O)cc3)cc2C1 (configuration not stated),32.3*,-2.6%,2.8%,2.8%,23.0,0.5%
CCn1nc([N+](=O)[O-])c2c(-c3nc4ccccc4o3)c(N)n(CCCOC)c2c1=O,6.0,3.0%,2.0%,-0.7%,2.7,-12.8%
CCOC(=O)CCCOC(=O)c1ccc(S(=O)(=O)N(C)C)cc1,-3.3,1.5%,-15.9%,?,12.9,?
CC(C)c1ccc(/C=C/C(=O)NC2=NCCS2)cc1,43.7*,0.3%,13.1%,1.7%,43.6*,-66.6%
Cc1nn(-c2ccccc2)c(Cl)c1C(=O)OC(C)C(=O)NC(=O)NC1CCCCC1 (configuration not stated),9.3,-16.4%,-4.0%,?,-10.7,?
Cc1ccc2c(c1)-c1ncc(C(=O)c3cc(Br)ccc3O)cc1CO2,-4.0,-1.0%,-2.4%,?,1.2,1.65µM*
O=C(Nc1cc2c(oc1=O)CCCC2=O)c1cccc(Cl)c1,15.4,-0.6%,1.4%,-15.0%,61.3*,42.4%[activator]
CC(C)c1ccc(NC(=S)NC2CC3C=CC2C3)cc1 (configuration not stated),51.4*,-1.3%,9.4%,?,81.8*,-17.1%
Cc1ccc(C)c(N2CCN(S(=O)(=O)c3ccc4c(c3)CC(=O)N4C)CC2)c1,-1.9,17.8%,1.9%&-0.9%,-0.4%,-5.9,8.28µM*
COCc1ccccc1C1=CC(=O)C[C@H](c2ccc(F)cc2)C1,nt,nt,-4.2%,?,nt,48.6%[activator]
CSc1ccc(/C=C/C(=O)c2c(O)cc(C)oc2=O)cc1,37.4*,-5.4%,-28.2%,?,51.7*,?
O=C(CCNc1n[nH]c(=O)[nH]c1=O)N/N=C\c1cccc(OCc2ccccc2)c1,-1.4,-16.2%,9.0%,?,1.6,?
Cc1cc(=O)[nH]c(SCC(=O)NC(C)C2CC3CCC2C3)c1C#N (configuration not stated),-1.4,18.1%,-5.2%,13.8%,-8.1,14.4%
O=C(CSc1nnc(-c2ccco2)n1CC1CCCO1)N1CCCCC1 (configuration not stated),-2.1,4.5%,?,nt,-6.0,18.0%
COC(=O)c1sc(=S)n(-c2cccc(Cl)c2)c1N,-4.4,-3.4%,4.2%,?,-3.3,-6.3%
